# High-throughput results from PubChem.
# PPARg SRC1 recr: agonists of human PPARgamma SRC-1 coactivator recruitment; P37231; PPARgamma-SRC-1 coactivator recruitment biochemical assay; activation, % at 8 µM; actives 0.41% (n = 200,000); AID 631; in the data active = activation above about 19%;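 also: 0% = DMSO and 100% = reference agonist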
# bIAP inh: blocks bovine intestinal alkaline phosphatase activity; purified bovine IAP, CDP-star luminescence, 30 min; inhibition, % at 20 µM; 190,000 tested, under 10 active;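 active = over 50% inhibition of intestinal alkaline phosphatase at 20 µM in the single-dose screen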
#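 System: Purified bovine intestinal alkaline phosphatase (IAP) enzyme | Input: IAP diluted 1/65,000,000 in the well | Also added: CDP-star chemiluminescent phosphatase substrate, 30 µM final | Dosing: 20 µM single dose | Times: Enzyme reaction for 30 min at room temperature | Detection: Luminescence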
# bIAP act: increases bovine intestinal alkaline phosphatase activity; actives 0.17% (n = 200,000); activation factor at 20 µM; AID 1016; purified bovine IAP, CDP-star luminescence, 30 min; hits give high values; fold of DMSO-control signal, blank-subtracted;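 active = activation factor of 2 or more at 20 µM, a signal rise over negative controls twice the positive control's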
# PPARg SRC-2 ag: PPARgamma-driven SRC-2 recruitment agonism; actives 0.34% (n = 200,000); activation, % at 8 µM; PPARgamma LBD-SRC-2 recruitment, biochemical; in the data active = activation above about 22%;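 also: 0% = vehicle and 100% = reference agonist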
# STAT1 blocker: reduces IFN-gamma driven STAT1 reporter signal; NIH 3T3 STAT1-luciferase reporter, luminescence; inhibition, % at 5.5 µM; actives 0.35% (n = 200,000); AID 920;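 active = inhibition above a set limit, the mean inhibition across all tested compounds plus 3 SD, cut at about 34% in these data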;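 also: 0% = IFN-gamma with DMSO and 100% = IFN-gamma with 300 µM nifuroxazide; values of inactives mirror those of a sister screen read the other way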
# STAT3 blocker: reduces IL-6 driven STAT3 reporter signal; U3A cells, IL-6 STAT3-luciferase reporter, luminescence; host cell line lacks STAT1; inhibition, % at 5.5 µM; actives 0.89% (n = 190,000);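 active = inhibition above the mean inhibition across all screened compounds plus 3 SD, cut at about 44% in these data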;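 also: 0% = DMSO only wells and 100% = 100 µM nifuroxazide control wells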
# PPARg SRC-3 ag: agonists of human PPARgamma SRC-3 coactivator recruitment; P37231; biochemical PPARgamma/SRC-3 coactivator recruitment assay; activation, % at 8 µM; actives 0.26% (n = 200,000); in the data active = activation above about 23%;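 also: 0% = DMSO and 100% = reference agonist; some compounds past the cut are filed as inactive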
# STAT3 activator: STAT3 signaling activation | U3A cells, IL-6 STAT3-luciferase reporter, luminescence; 100% = signal with IL-6 EC80 alone | activation (% of control), % at 5.6 µM | actives 0.91% (n = 190,000);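 active = activation above the screen-wide mean of compound activation plus 3 SD, cut at about 130% in these data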;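 also: 0% = background luminescence of wells with medium and substrate only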
#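 Assay system – human STAT1-deficient U3A cells with stable STAT3-luciferase reporter · Also added – IL-6 (33 ng/mL) · Schedule – compound 1 h, then IL-6 6 h at 37 °C · Technique – reporter luminescence signal · Evaluation – % activation versus median of IL-6-stimulated wells · Benchmarks – IL-6-only wells as 100% reference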
# TNAP act hiacc: increases human TNAP activity under high phosphate acceptor concentration | activation factor at 20 µM | 200,000 tested, under 10 active | purified TNAP, CDP-star luminescence, 1 M DEA, 30 min; hits give high values; 0 = EDTA background, 1 = DMSO-only activity | AID 1136;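 active = activation factor at least 2 at 20 µM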
# Target sequence (P05186 whole entry, looked up): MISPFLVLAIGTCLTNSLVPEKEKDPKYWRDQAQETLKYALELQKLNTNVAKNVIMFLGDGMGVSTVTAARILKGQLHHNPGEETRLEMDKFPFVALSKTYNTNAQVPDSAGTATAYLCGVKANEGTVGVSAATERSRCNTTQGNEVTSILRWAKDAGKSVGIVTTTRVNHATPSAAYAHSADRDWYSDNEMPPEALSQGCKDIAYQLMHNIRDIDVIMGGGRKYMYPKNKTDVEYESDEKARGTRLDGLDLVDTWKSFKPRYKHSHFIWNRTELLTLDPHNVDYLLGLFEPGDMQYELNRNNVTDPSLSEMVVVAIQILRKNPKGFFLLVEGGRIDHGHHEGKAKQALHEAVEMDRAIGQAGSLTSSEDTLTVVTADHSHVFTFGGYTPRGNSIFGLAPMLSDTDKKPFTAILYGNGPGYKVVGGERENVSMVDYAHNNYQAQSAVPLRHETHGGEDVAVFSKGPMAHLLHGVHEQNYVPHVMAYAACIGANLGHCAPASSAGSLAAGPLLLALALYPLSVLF
#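 Control set: EDTA negative control, DMSO positive control / Assay system: human TNAP / Quantity: TNAP 1/800 final / Evaluation: TNAP activation factor scaled between EDTA and DMSO control wells / Measured by: luminescent substrate turnover signal / Compound dosing: one dose, 20 µM / Times: 30 min enzyme reaction at room temperature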
# ROMK primary: human ROMK K+ channel modulation, primary screen. Tet-inducible ROMK, thallium flux fluorescence; actives lie on both sides. AID 1918. B-score at 10 µM. actives 2% (n = 130,000);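 active = signal ratio slope over the read window, or its plate-corrected B-score, at least 3 SD from the plate mean, either direction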;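 also: B-score of the F/F0 ratio slope over 7 to 12 s after thallium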
# Target sequence (P48048 whole entry, looked up): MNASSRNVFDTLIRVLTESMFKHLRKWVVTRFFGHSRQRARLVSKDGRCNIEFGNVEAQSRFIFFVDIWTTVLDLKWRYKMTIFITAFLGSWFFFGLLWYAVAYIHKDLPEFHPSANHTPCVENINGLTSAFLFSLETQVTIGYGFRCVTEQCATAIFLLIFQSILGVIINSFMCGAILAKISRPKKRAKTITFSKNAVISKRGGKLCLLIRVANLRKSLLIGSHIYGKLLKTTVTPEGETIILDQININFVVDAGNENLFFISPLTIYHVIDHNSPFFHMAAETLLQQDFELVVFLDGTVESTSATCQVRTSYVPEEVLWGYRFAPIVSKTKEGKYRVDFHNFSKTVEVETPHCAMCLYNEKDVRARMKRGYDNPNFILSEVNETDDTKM
# SRC2 TRFRET art: TR-FRET artefact, counter-screen to PPARgamma/SRC-2 agonist assay; hits give high values; TR-FRET ratio at 8 µM; actives 0.4% (n = 200,000); AID 1049; in the data active = TR-FRET ratio above about 2000; also: inactives centre near 1500
# The depositor's hits bear a star; · = not tested or not shown.
# Screens in order – PPARg SRC1 recr	bIAP inh	bIAP act	PPARg SRC-2 ag	STAT1 blocker	STAT3 blocker	PPARg SRC-3 ag	STAT3 activator	TNAP act hiacc	ROMK primary	SRC2 TRFRET art
Cc1cc(C)n(Cc2ccc(C(=O)O)o2)n1
→ -1	10	0.9	0	0	0	-6	108	1.1	·	1559
CCc1ccc(/C=C2\Oc3cc(OS(C)(=O)=O)ccc3C2=O)cc1
→ 8	6	0.9	3	2	1	-3	95	1	·	1587
Oc1ccc(Nc2nc3ccccc3nc2Nc2ccc(O)cc2)cc1
→ 8	32	0.7	8	-30	34	6	76	0.9	-0.026	1318
O=C(CN1N=C(c2ccccc2)CCC1=O)NCCN1CCc2ccccc2C1
→ -1	9	0.9	-2	9	14	3	91	1	-0.25	1388
Cc1ccc2c(c1)N(CCC(=O)NCc1ccco1)C(=O)CO2
→ -3	0	1	8	-2	25	-11	86	1.1	·	1452
O=C(CCc1nc(-c2ccccc2F)no1)NCCN1CCOCC1
→ 0	4	1	1	-3	0	12	102	1.1	·	1477
Cc1ccc(C2CC(=O)C(C=NCCN3CCN(C(=S)Nc4ccc(F)cc4)CC3)=C(O)C2)cc1 (centres undefined)
→ 13	-8	1.1	-3	7	11	8	92	1	0.59	1762
CC(=O)c1c(C)cc(C)c(CSc2nnc(-c3ccco3)o2)c1C
→ -4	4	1	6	-2	12	-2	89	1.1	·	1547
Cc1ccc(Cl)cc1N1CCN(Cc2nnnn2Cc2ccco2)CC1
→ 8	9	0.9	6	4	6	3	97	1.1	-0.33	1521
CCOC(=O)N1CCN(C(=S)NC(=O)c2c(-c3c(Cl)cccc3Cl)noc2C)CC1
→ 0	-5	1.1	11	14	8	1	97	1	-1.7	1866
Cn1cnnc1-c1cccc(NC(=O)c2cc(F)c(F)cc2Cl)c1
→ 0	-2	1	3	-2	7	-4	96	1.1	0.7	1487
CNc1nc2[nH]c(=O)c3c(c2s1)OC(N)=C(C#N)C3c1ccccc1 (centres undefined)
→ -4	7	0.9	6	11	24	6	78	1	·	1593
Cc1ccc(OCC(=O)N(c2ccccn2)C2CCCCC2)c(C)c1
→ 4	2	1	5	-4	0	5	98	1	-0.94	1636
CCOc1ccc(Nc2nc(Cc3nnc(SCC(=O)NC4CCCCC4)n3C)cs2)cc1
→ 12	-10	1.1	-2	-1	-2	3	99	1	-0.28	1542
CC(=O)Nc1ccc(SCC(=O)Nc2cc(C)on2)cc1
→ -7	-22	1.2	5	0	-4	0	108	1	-0.0091	1499
COC(=O)c1c([N+](=O)[O-])c(OC)c(OC)c(OC)c1[N+](=O)[O-]
→ -2	14	0.9	-3	-8	10	-2	96	1	-0.037	1482
CCOC(=O)Cn1nc(C)cc1NC(=O)c1cccnc1
→ 4	-5	1.1	1	8	20	6	90	1.1	-1.4	1658
Cc1ccc(S(=O)(=O)N(C)CC(=O)N2CCN(C(=O)c3ccco3)CC2)cc1
→ 3	-2	1	6	-5	7	9	96	1.1	0.33	1591
CC(C)NC(=O)c1cc(-c2ccco2)nn1-c1ccc(Cl)cc1
→ 6	1	1	12	0	14	12	96	1	·	1586
COCCn1c(=O)[nH]c2cc(C(=O)NCCN3CCN(c4ccccc4)CC3)ccc2c1=O
→ -1	-2	1	8	-7	11	5	95	1	·	1512
CC1CCc2cc(F)ccc2N1C(=O)CCl (centres undefined)
→ -2	-11	1.1	1	24	10	7	102	1	-4.3*	1545
Cc1ccc(NC(=O)CSc2nc3ccccc3c3nc(CCn4cncc4C)nn23)c(C)c1
→ -3	15	0.8	2	-1	17	-1	85	1	·	1642
O=C(COC(=O)Cc1ccccc1F)Nc1ccc(F)cc1F
→ 1	12	0.9	-4	-4	2	1	102	1.1	·	1643
CCN(CC)c1ccc(-c2nc3cnccc3n2C)cc1
→ -6	-15	1.1	-3	-18	7	0	98	1.1	0.46	1478
COc1ccc(-c2csc(NC(=O)C3CCCCN3S(=O)(=O)c3ccccc3)n2)cc1 (centres undefined)
→ 7	12	0.9	-3	14	4	-6	100	1.1	·	1490
O=C(COc1ccccc1)Nc1cccc(-c2nc3cc4ccccc4cc3[nH]2)c1
→ 9	11	0.9	3	-82	0	4	106	1	·	1517
O=S(=O)(c1ccc(F)cc1)c1nc(-c2ccc(F)cc2)oc1NCCN1CCOCC1
→ 8	-8	1.1	14	-5	10	-1	97	1.1	·	1744
O=C(NCc1ccccc1)NC1CCS(=O)(=O)C1 (centres undefined)
→ -9	-16	1.2	3	3	-2	-3	105	1	-0.0093	1633
C=CCSc1nnc2n(-c3ccccc3OC)c(=O)c3c4c(sc3n12)CCC4
→ -4	-1	1	2	2	8	1	97	1.1	-1.1	1659
O=C(N/N=C/c1coc2ccccc2c1=O)c1ccccc1Br
→ 11	2	1	9	5	4	6	98	1.1	1.1	1568

# 2 records picked at random from those above, as already listed:
# Screens in order – PPARg SRC1 recr	bIAP inh	bIAP act	PPARg SRC-2 ag	STAT1 blocker	STAT3 blocker	PPARg SRC-3 ag	STAT3 activator	TNAP act hiacc	ROMK primary	SRC2 TRFRET art
CC(C)NC(=O)c1cc(-c2ccco2)nn1-c1ccc(Cl)cc1
→ 6	1	1	12	0	14	12	96	1	·	1586
Oc1ccc(Nc2nc3ccccc3nc2Nc2ccc(O)cc2)cc1
→ 8	32	0.7	8	-30	34	6	76	0.9	-0.026	1318

# Additional entries follow:
# Screens in order – PPARg SRC1 recr	bIAP inh	bIAP act	PPARg SRC-2 ag	STAT1 blocker	STAT3 blocker	PPARg SRC-3 ag	STAT3 activator	TNAP act hiacc	ROMK primary	SRC2 TRFRET art
Cc1nc(N2CCOCC2)c2cc(-c3ccccc3)sc2n1
→ 3	-10	1.1	16	-3	5	-1	101	1	-1.4	1631
O=C(NC(=S)Nc1ccc(N2CCCCC2)c(Cl)c1)c1cccs1
→ -7	·	·	-4	-8	14	12	96	·	·	1539
O=C(c1ccc(Cl)c([N+](=O)[O-])c1)N(c1ccccn1)c1ccccn1
→ -1	-6	1.1	8	7	3	0	96	1	0.21	1668
Cc1nn(C)c(C)c1NC(=O)C12CC3CC(CC(C3)C1)C2
→ -7	-6	1.1	5	0	-3	4	101	1	0.43	1672
COc1ccc(-c2cc(C3CC3)nc3sc(C#N)c(N)c23)cc1
→ 6	3	1	9	-4	-1	13	107	1	·	1561
Cc1ccc(Cn2c(=O)sc3ccccc3c2=O)cc1
→ 3	16	0.8	-4	6	-3	3	107	1	·	1632
CS(=O)(=O)c1nc(S(=O)(=O)c2ccc(Cl)cc2)c(NCc2ccccn2)s1
→ 3	-3	1	6	11	21	4	91	1	0.56	1609
O=C(O)/C=C\C(=O)Nc1ccc(N2CCN(c3cccc(Cl)c3)CC2)cc1
→ 13	-5	1.1	13	4	13	1	93	1.1	-0.86	1637
COc1cc(NC(=O)Cn2cnc3ccccc3c2=O)c(OC)cc1Cl
→ -5	0	1	-6	-4	8	-9	98	1	0.31	1371
COc1ccc(C(=O)OCn2nnc3ccccc3c2=O)cc1
→ 7	16	0.8	-2	7	5	4	97	0.9	0.6	1481
CC1CCc2nn(CC(=O)N3CCCCCC3)cc2C1 (centres undefined)
→ 10	8	0.9	4	0	-2	1	101	1	·	1668
Cc1cccc(Oc2ccc(S(=O)(=O)N3CCCCC3)cc2N)c1
→ 12	16	0.8	-4	3	11	2	97	1.1	0.47	1510
c1ccc(-c2csc3nnc(SCc4ccc5c(c4)OCO5)n23)cc1
→ 7	39	0.6	11	14	-3	7	107	1.1	·	1515
CCOc1ccc2nc(NC(=O)C(NS(=O)(=O)c3cccc4nsnc34)C(C)C)sc2c1 (centres undefined)
→ 4	-32	1.3	-4	8	8	11	100	1.1	·	1705
O=C(CSc1ccc(-c2ccco2)nn1)NCc1ccc(Cl)cc1
→ 7	23	0.8	11	-4	-4	10	106	1	·	1639
Cc1ccc(NC(=S)NC2CCN(Cc3ccccc3)CC2)cc1C
→ -2	0	1	10	2	15	2	92	1	0.11	1660
CCOC(=O)c1c(C=O)c(C)n(Cc2ccccc2)c1C
→ -2	18	0.8	6	11	-6	1	102	1.1	-1.1	1484
N#C/C(=C/c1ccc(N2CCCC2)c([N+](=O)[O-])c1)c1nc2ccccc2[nH]1
→ 6	33	0.7	-2	-14	17	-6	94	0.8	·	1406
O=C(CC(=O)NN=C1CCCCCC1)NCc1cccnc1
→ 8	-5	1	6	5	8	0	94	1	0.37	1533
COc1ccc(CN(CC(=O)NC2CCCC2)C(=O)CCC(=O)Nc2cc(C)on2)cc1
→ 4	5	0.9	-3	1	7	2	96	1	0.77	1404
Cc1cccc(NC(=O)CCC(=O)N/N=C/c2cc([N+](=O)[O-])ccc2O)c1
→ 5	-2	1	0	2	4	6	99	0.9	·	1676
Cc1nnc(NC(=O)C2CCCO2)s1 (centres undefined)
→ -5	2	1	-5	3	4	-6	102	1	·	1276
O=C(CSCc1ccc(Br)cc1)NCc1ccccn1
→ 8	3	1	7	2	11	1	93	1	-0.14	1597
COc1ccc(S(=O)(=O)Cc2ccc(C(=O)NCCCN3CCc4ccccc4C3)o2)cc1
→ 5	-3	1	-6	2	0	1	104	1	·	1650
CCn1ncc(NC(=S)Nc2ccc3c(c2)OCO3)c1C(N)=O
→ 3	4	1	9	-4	8	4	99	1.1	-0.068	1676
COc1ccc(N=CC2=C(O)CCCC2=O)cc1
→ 0	4	1	-5	-39	10	-13	96	1	·	1371

# Grouped by structure, the entries above with an aryl thioether with sulfur outside any ring
# Screens in order – PPARg SRC1 recr	bIAP inh	bIAP act	PPARg SRC-2 ag	STAT1 blocker	STAT3 blocker	PPARg SRC-3 ag	STAT3 activator	TNAP act hiacc	ROMK primary	SRC2 TRFRET art
CC(=O)c1c(C)cc(C)c(CSc2nnc(-c3ccco3)o2)c1C
→ -4	4	1	6	-2	12	-2	89	1.1	·	1547
CCOc1ccc(Nc2nc(Cc3nnc(SCC(=O)NC4CCCCC4)n3C)cs2)cc1
→ 12	-10	1.1	-2	-1	-2	3	99	1	-0.28	1542
CC(=O)Nc1ccc(SCC(=O)Nc2cc(C)on2)cc1
→ -7	-22	1.2	5	0	-4	0	108	1	-0.0091	1499
Cc1ccc(NC(=O)CSc2nc3ccccc3c3nc(CCn4cncc4C)nn23)c(C)c1
→ -3	15	0.8	2	-1	17	-1	85	1	·	1642
C=CCSc1nnc2n(-c3ccccc3OC)c(=O)c3c4c(sc3n12)CCC4
→ -4	-1	1	2	2	8	1	97	1.1	-1.1	1659
c1ccc(-c2csc3nnc(SCc4ccc5c(c4)OCO5)n23)cc1
→ 7	39	0.6	11	14	-3	7	107	1.1	·	1515
O=C(CSc1ccc(-c2ccco2)nn1)NCc1ccc(Cl)cc1
→ 7	23	0.8	11	-4	-4	10	106	1	·	1639
